Bioassay records as filed in PubChem BioAssay.
S1P4 antagonist: human S1P4 receptor antagonism; O95977; S1P4-expressing cells, antagonist mode, reporter read-out; inhibition, % at 4.98 µM; hit rate 0.26% among 220,000; in the data active = inhibition above about 29%;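 also: 0% = wells stimulated with agonist and 100% = vehicle wells without agonist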
S1P4 agonist: human S1P4 receptor agonism; S1P4-expressing cell line, agonist reporter assay; activation, % at 4.98 µM; hit rate 0.35% among 220,000; AID 1509; in the data active = activation above about 11%;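 also: 0% = DMSO vehicle and 100% = reference agonist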
NPY-Y1 antag: blocks the human neuropeptide Y Y1 receptor; P25929; HEK293-CNG Y1 cells, membrane potential fluorescence; NPY at EC95, then isoproterenol; inhibition, % at 3.6 µM; hit rate 1% among 200,000; AID 1040;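 active = inhibition above the campaign mean inhibition of all tested compounds plus 3 SD, cut at about 20% in these data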;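 also: 0% = DMSO wells given NPY plus isoproterenol and 100% = isoproterenol alone without NPY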
Target sequence (P25929 whole entry, looked up): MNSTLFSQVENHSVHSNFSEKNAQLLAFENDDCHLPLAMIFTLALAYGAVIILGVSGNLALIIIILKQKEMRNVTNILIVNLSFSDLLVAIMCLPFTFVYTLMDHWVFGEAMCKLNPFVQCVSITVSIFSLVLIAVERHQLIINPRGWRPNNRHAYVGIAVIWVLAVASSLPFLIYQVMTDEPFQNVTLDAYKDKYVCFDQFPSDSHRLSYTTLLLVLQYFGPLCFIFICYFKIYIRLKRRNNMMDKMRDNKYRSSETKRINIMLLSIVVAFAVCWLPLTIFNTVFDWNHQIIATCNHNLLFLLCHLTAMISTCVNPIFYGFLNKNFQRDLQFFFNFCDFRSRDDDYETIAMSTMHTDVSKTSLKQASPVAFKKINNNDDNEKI
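Assay system: HEK293 Y1/CNG channel cell line; Doses: single compound dose of 3.6 µM, 0.4% DMSO; Timing: dye 3 h, compound 60 min room temperature, stimulation 45 min; Technique: Membrane-potential fluorescent dye readout; Measure: % inhibition of NPY effect.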
NPY1 pot ag: human NPY-Y1 potentiation or agonism, primary screen | AID 1304 | NPY-Y1 expressing cells, potentiator/agonist activation | hit rate 0.37% among 220,000 | activation, % at 3.6 µM | P25929; in the data active = activation above about 33%, passing the limit was not always enough;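 also: cells stimulated with NPY at EC10 then isoproterenol at EC100; 0% = low agonist plus stimulus and 100% = saturating agonist plus stimulus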
EP2 antag: EP2 receptor (human) inhibition; P43116; C6 glioma cells expressing human EP2, cAMP TR-FRET; cells stimulated with saturating PGE2; inhibition, % at 25 µM; hit rate 0.52% among 260,000; AID 1422;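 active = percent inhibition above 40 after rounding to a whole number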;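 also: rat C6 glioma host cells with rolipram phosphodiesterase inhibitor present; the protocol text gives 20 µM as final concentration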
eIF4E-4G inh: blocks eIF4E binding to eIF4G; P63073+Q04637; TR-FRET eIF4E-eIF4GI(517-606) binding, 2 h; inhibition, % at 21.7 µM; hit rate 0.37% among 220,000;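 active = inhibition above about 30%, limit read from the data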;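 also: 0% = full FRET control wells and 100% = background wells lacking eIF4GI fragment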
NPY-Y2 PAM-ag: potentiators or agonists of human neuropeptide Y receptor Y2; activation, % at 3.6 µM; hit rate 0.45% among 220,000; cells expressing NPY-Y2, potentiator/agonist read-out; AID 1359; P49146; in the data active = activation above about 27%;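 also: cells stimulated with NPY near EC25 plus isoproterenol at EC100; 0% = vehicle plus submaximal agonist and 100% = vehicle plus saturating agonist; some results beyond the cut were filed as inactive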
Target sequence (P49146 whole entry, looked up): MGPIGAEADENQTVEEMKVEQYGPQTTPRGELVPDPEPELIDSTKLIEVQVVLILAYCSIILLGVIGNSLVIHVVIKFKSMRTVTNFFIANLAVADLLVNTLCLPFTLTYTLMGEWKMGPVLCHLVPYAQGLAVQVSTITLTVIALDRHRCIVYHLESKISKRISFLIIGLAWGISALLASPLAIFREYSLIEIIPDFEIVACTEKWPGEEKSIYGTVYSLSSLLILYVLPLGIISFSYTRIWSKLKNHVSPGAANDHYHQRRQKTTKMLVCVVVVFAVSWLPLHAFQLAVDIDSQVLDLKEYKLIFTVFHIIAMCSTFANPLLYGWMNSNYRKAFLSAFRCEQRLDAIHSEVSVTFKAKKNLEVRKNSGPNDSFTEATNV
EP2 modulator: EP2 receptor (human) modulation; hit rate 0.83% among 260,000; EP2-expressing cells, cAMP HTRF FRET, PGE2 co-stimulation; P43116; induction, % at 25 µM;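 active = compounds whose cAMP rise, as percent of the full-agonist control response, exceeds 60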;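 also: rat C6 glioma line stably carrying human EP2 under a CMV promoter; the protocol text gives 20 µM as final concentration; 100% = response of wells given 1 µM PGE2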
p97 inhibitor: inhibitors of human p97 ATPase | recombinant p97 ATPase, Kinase-Glo ATP luminescence, 3 h | P55072 | hit rate 0.42% among 220,000 | inhibition, % at 8 µM; in the data active = inhibition above about 15%;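 also: 0% = DMSO vehicle and 100% = wells lacking enzyme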
Numbers without * were called inactive; x = not tested or not shown; & = joins results of further samples; [ ] = dose if it differs, or a comment. Some of the compounds tested; rates above refer to the full screens.

(1) O=C(CSc1nc2ccccc2[nH]1)NCc1ccco1
(2) CCc1nnc(NC(=O)C2COc3ccccc3O2)s1 (configuration not stated)
(3) O=C(O)CC1NC(=O)N(C2CCCCC2)C1=O (configuration not stated)
(4) Cc1ccc(NC(=S)NCc2cccs2)cc1
(5) COc1cc(/C=N/NC(=O)c2ccc(CN3c4cccc5cccc(c45)S3(=O)=O)cc2)cc(OC)c1O

Compound	1	2	3	4	5
S1P4 antagonist	6	-10	-11	13	-23
S1P4 agonist	5.0	-1.7	-1.6	0.8	-1.1
NPY-Y1 antag	1	-4	2	-2	15
NPY1 pot ag	6	-2	14	-21	-20
EP2 antag	4	13	3	10	15
eIF4E-4G inh	-1	1	-1	3	2
NPY-Y2 PAM-ag	12	0	2	1	-3
EP2 modulator	15	14	19	-14	-60
p97 inhibitor	6	5	3	0	4

(6) CC(C)CNC(=O)c1cccc(NC(=O)c2ccco2)c1
(7) COc1ccc(-c2cc(CN3C(=O)c4ccccc4C3=O)on2)cc1
(8) Cc1ccc(CN2CCN(/N=C/C=C/c3ccccc3[N+](=O)[O-])CC2)cc1
(9) COc1ccccc1NC(=O)c1c(NC(=O)CCC(=O)O)sc2c1CCCCC2
(10) Cc1cc(C)c(C(N)=O)c(Nc2cccc(Cl)c2)n1

Compound	6	7	8	9	10
S1P4 antagonist	-10	-9	5	13	-8
S1P4 agonist	-3.8	-0.6	0.0	1.2	1.3
NPY-Y1 antag	-2	11	7	x	8
NPY1 pot ag	-13	-18	-2	-3	-9
EP2 antag	14	19	8	14	10
eIF4E-4G inh	-4	x	-2	0	0
NPY-Y2 PAM-ag	6	3	0	-5	9
EP2 modulator	-13	x	-102	12	26
p97 inhibitor	3	-3	2	6	0

(11) N#CC1=C(N)N(c2ccc(Oc3ccccc3)cc2)C(=O)C1
(12) O=S(=O)(O)c1nc2ccccc2n1Cc1ccccc1
(13) C=CCn1cc(/C=N/NC(=O)COc2cccc3cccnc23)c2ccccc21
(14) CCCCOc1ccc2c(C)cc(=O)oc2c1OCCCC
(15) Cc1ccc2c(c1)C(=O)C(=O)N2CC(=O)Nc1ccc(N2CCOCC2)cc1

Compound	11	12	13	14	15
S1P4 antagonist	-12	-1	-7	-3	-8
S1P4 agonist	-0.3	-1.1	0.4	-1.1	0.0
NPY-Y1 antag	-5	7	-1	7	7
NPY1 pot ag	-15	11	-6	-29	11
EP2 antag	0	x	6	0	5
eIF4E-4G inh	3	-2	13[fluorescence artefact?]	4	3
NPY-Y2 PAM-ag	5	-8	8	7	-5
EP2 modulator	2	16	-7	62*	-21
p97 inhibitor	-5	3	2	1	3

(16) Fc1cccc(CN2CCN(Cc3nc(CCc4ccccc4)no3)CC2)c1
(17) CCSc1nc2ccccc2n1Cc1nc(N)nc(N(C)C)n1
(18) Cc1nc(NC(=O)/C=C/c2ccc(C(C)(C)C)cc2)sc1C(=O)N(C)C
(19) CC1CCN(CC(=O)c2cccs2)CC1
(20) Cn1ncc([N+](=O)[O-])c1C(=O)Nc1ccc(-c2nc3ccccc3o2)cc1

Compound	16	17	18	19	20
S1P4 antagonist	-18	-8	-23	-7	-20
S1P4 agonist	-0.7	-1.3	-0.5	-1.5	2.3
NPY-Y1 antag	8	3	15	4	-2
NPY1 pot ag	-26	-13	-10	-15	17
EP2 antag	6	8	8	6	6
eIF4E-4G inh	-1	4	8	2	3
NPY-Y2 PAM-ag	-30	-22	-3	-12	18
EP2 modulator	-14	20	2	7	-81
p97 inhibitor	-4	-4	0	-2	-2

(21) Cc1ccc(-n2nnc3c(=O)oc4ccccc4c32)cc1
(22) O=[N+]([O-])c1cc2c(cc1/C=N/n1c(-c3ccccn3)n[nH]c1=S)OCO2
(23) O=C(NCc1ccccc1)C1=C[C@H](c2ccc(C(F)(F)F)cc2)C[C@H](OCc2ccc(CO)cc2)O1
(24) Cn1c(Cc2ccccc2)[n+](C)c2ccccc21
(25) O=C(c1ccc(Cl)c(Cl)c1)N1CCC(=O)N(C(COCc2cccc(Cl)c2)Cc2ccccc2)CC1 (configuration not stated)

Compound	21	22	23	24	25
S1P4 antagonist	-9	-30	15	-11	10
S1P4 agonist	0.2	1.0	-0.1	0.6	0.7
NPY-Y1 antag	-14	-4	9	2	8
NPY1 pot ag	-12	-4	-20	4	-44
EP2 antag	86*	5	22	16	8
eIF4E-4G inh	-5	3	2	-3	-4
NPY-Y2 PAM-ag	7	-2	-13	-3	-6
EP2 modulator	-17	27	-4	10	30
p97 inhibitor	0	1	1	0	-2

Some of these compounds in order of the EP2 modulator value, smallest number first:
| cpd | SMILES | S1P4 antagonist | S1P4 agonist | NPY-Y1 antag | NPY1 pot ag | eIF4E-4G inh | NPY-Y2 PAM-ag | EP2 modulator | p97 inhibitor |
| --- | --- | --- | --- | --- | --- | --- | --- | --- | --- |
| 21 | Cc1ccc(-n2nnc3c(=O)oc4ccccc4c32)cc1 | -9 | 0.2 | -14 | -12 | -5 | 7 | -17 | 0 |
| 2 | CCc1nnc(NC(=O)C2COc3ccccc3O2)s1 (configuration not stated) | -10 | -1.7 | -4 | -2 | 1 | 0 | 14 | 5 |
| 25 | O=C(c1ccc(Cl)c(Cl)c1)N1CCC(=O)N(C(COCc2cccc(Cl)c2)Cc2ccccc2)CC1 (configuration not stated) | 10 | 0.7 | 8 | -44 | -4 | -6 | 30 | -2 |

Carrying on.
(26) CCc1cccc(N(C(=O)c2csnn2)C(C(=O)NC(C)(C)CC)c2ccccn2)c1 (configuration not stated)
(27) COCCNc1cc(N)c([N+](=O)[O-])cc1[N+](=O)[O-]
(28) CCOc1ccc(NC(=O)C23CC4CC(C2)CC(c2ccccc2)(C4)C3)cc1
(29) CCN1CCN(C(=O)C2CCN(C(=O)c3cc4sccc4n3CC)CC2)CC1
(30) Cc1cc(CNC(=O)Cc2ccc(F)cc2)c2ccccc2n1

Compound	26	27	28	29	30
S1P4 antagonist	10	-27	-6	1	1
S1P4 agonist	0.5	0.1	-0.5	0.2	0.1
NPY-Y1 antag	3	-2	17	-3	8
NPY1 pot ag	5	-6	9	-8	-10
EP2 antag	6	8	20	11	5
eIF4E-4G inh	-2	9[fluorescence artefact?]	-3	1	-1
NPY-Y2 PAM-ag	4	-4	-13	0	7
EP2 modulator	24	-5	-26	9	-25
p97 inhibitor	-6	-1	1	3	8

(31) CCOCCn1c(=NC(=O)c2cc3ccccc3oc2=O)sc2cc(S(N)(=O)=O)ccc21
(32) O=C(CSC1CC(=O)N(CCc2ccccc2)C1=O)Nc1ccc(Cl)cc1 (configuration not stated)
(33) CCOc1ccc(-n2c(SCC)nc3c(c2=O)SCC3)cc1
(34) C/C(Cl)=C\Cn1c(N2CCCCCC2)nc2c1c(=O)n(C)c(=O)n2C
(35) CCN(CC)C(=O)c1sc2nc(Cc3ccccc3)[nH]c(=O)c2c1C

Compound	31	32	33	34	35
S1P4 antagonist	-10	-17	-10	-16	-8
S1P4 agonist	0.2	-1.1	1.2	-1.0	-1.4
NPY-Y1 antag	-9	1	2	4	3
NPY1 pot ag	-2	-16	3	7	5
EP2 antag	8	9	10	3&4	5
eIF4E-4G inh	3[fluorescence artefact?]	1[fluorescence artefact?]	4	-7[fluorescence artefact?]	4
NPY-Y2 PAM-ag	-4	12	25	4	-6
EP2 modulator	24	-12	25	24&34	-16
p97 inhibitor	6	-2	6	-5	3

(36) Cn1c(CC(=O)Nc2ccccc2)nnc1SCCOc1ccccc1
(37) COc1ccccc1NCCC(=O)OCC(=O)NC1CC1
(38) CCCCCC(=O)c1ccc(O)cc1O
(39) c1ccc(-c2cc(-c3nn4c(-c5ccco5)nnc4s3)c3ccccc3n2)cc1
(40) Oc1c(C(c2ccccc2)N2CCN(Cc3ccccc3)CC2)sc2ncnn12 (configuration not stated)

Compound	36	37	38	39	40
S1P4 antagonist	-13	-16	3	5	-8
S1P4 agonist	1.5	0.4	-1.0	1.0	-0.8
NPY-Y1 antag	3	-3	6	7	-1
NPY1 pot ag	-2	-14	15	-23	-7
EP2 antag	5	5	3	11	15
eIF4E-4G inh	4	0	3	6	-7
NPY-Y2 PAM-ag	-4	8	1	-4	7
EP2 modulator	-58	17	-1	34	-4
p97 inhibitor	-10	4	7	0	-13

Gathered by group: those above with a furan ring, fused or not (3)
(1) O=C(CSc1nc2ccccc2[nH]1)NCc1ccco1
(6) CC(C)CNC(=O)c1cccc(NC(=O)c2ccco2)c1
(39) c1ccc(-c2cc(-c3nn4c(-c5ccco5)nnc4s3)c3ccccc3n2)cc1

Compound	1	6	39
S1P4 antagonist	6	-10	5
S1P4 agonist	5.0	-3.8	1.0
NPY-Y1 antag	1	-2	7
NPY1 pot ag	6	-13	-23
EP2 antag	4	14	11
eIF4E-4G inh	-1	-4	6
NPY-Y2 PAM-ag	12	6	-4
EP2 modulator	15	-13	34
p97 inhibitor	6	3	0

Further records follow.
(41) COc1cc(NC(=O)COC(=O)c2n[nH]c3ccccc23)c(C)cc1[N+](=O)[O-]
(42) O=C(COC(=O)c1cccs1)Nc1ccccc1[N+](=O)[O-]
(43) CCN(C(=O)COC(=O)c1cc(-c2ccc3cc(OC)ccc3c2)nc2ccccc12)C1CCS(=O)(=O)C1 (configuration not stated)
(44) O=C(N/C(=C/c1cccc([N+](=O)[O-])c1)C(=O)N1CCCCC1)c1cccs1
(45) O=C1C(C=NCC2CCCO2)=C(O)c2ccccc21 (configuration not stated)

Compound	41	42	43	44	45
S1P4 antagonist	-19	-13	-26	0	-3
S1P4 agonist	-3.9	0.2	0.2	-0.1	-0.1
NPY-Y1 antag	3	10	4	5	2
NPY1 pot ag	-9	-28	-4	-13	-11
EP2 antag	6	10	3	12	1
eIF4E-4G inh	3	0	13	3	2[fluorescence artefact?]
NPY-Y2 PAM-ag	-1	-6	-4	15	-5
EP2 modulator	-30	-4	-26	9	-2
p97 inhibitor	7	5	1	6	-6

(46) COc1ccc(OC)c(-n2c(SCC(C)=O)nnc2-c2cccc(S(=O)(=O)N(C)C)c2)c1
(47) Cc1cc(NC(=O)/C=C/c2ccccc2)c(C(C)C)cc1O
(48) CCN(C(=O)COC(=O)c1cccn1C)C1CCS(=O)(=O)C1 (configuration not stated)
(49) COc1ccc(/C=N/c2nc3ccccc3n2CCN2CCCCC2)cc1OC
(50) CCOC(=O)c1cnc(SC2CC(=O)N(c3cccc(OC)c3)C2=O)nc1N (configuration not stated)
(51) Cc1ccc(C(=O)O)cc1NC(=S)NC(=O)Cc1ccccc1
(52) Cc1cccc(N2CCN(C(=O)c3ccccc3NC(=O)C3CC=CCC3C(=O)O)CC2)c1 (configuration not stated)
(53) Cc1ccc(S(=O)(=O)N2CCOCC2)cc1NC(=O)CSc1nc2ccccc2c(=O)n1Cc1ccccc1

Compound	46	47	48	49	50	51	52	53
S1P4 antagonist	-20	94*	-1	-6	6	-2	-6	-1
S1P4 agonist	-0.4	0.9	-0.1	-0.1	0.3	-0.4	-1.9	0.3
NPY-Y1 antag	-3	28*	-1	10	-3	0	-1	-5
NPY1 pot ag	13	-17	23	5	2	-5	-15	-20
EP2 antag	5	9	7	0	11	9	9	9
eIF4E-4G inh	-5	-3	3	5	3	3	-4[fluorescence artefact?]	-1
NPY-Y2 PAM-ag	-5	-18	0	-12	-1	11	7	-11
EP2 modulator	21	-41	-2	-32	-21	2	11	11
p97 inhibitor	0	0	1	3	3	4	4	5
